Screening data deposited in PubChem BioAssay by several laboratories.
Arrestin-AP2 inh – human beta-arrestin and AP2 interaction inhibition. AID 504490. 340,000 compounds, 0.31% hits. FITC-arrestin peptide / GST-AP2 beads, flow cytometry; AP2 beta2 appendage carries R879A mutation. inhibition, % at 10 µM;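 active = inhibition above a set limit, near 3 SD of compounds lacking own fluorescence, cut at about 54% in these data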;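 also: plate controls were DMSO wells for no effect and 5 µM unlabelled arrestin peptide for full effect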
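Material – GST-tagged AP2 beta2-adaptin appendage (R879A) on 4 µm glutathione beads · Probe or stimulus – fluorescein-tagged arrestin peptide at 50 nM final · Timing – 12 min plus 1 h, RT · Detection – bead flow cytometry, FITC channel · Read-out basis – inhibition as reduced fluorescein signal on beads, percent · Medium – PBS plus Tween 20 (0.05%) and BSA (0.1%)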
PKA-R1A activ – PKA-R1A complex activation; PKA-R1A dissociation, Cy5-IP20 fluorescence polarization; scaled: DMSO 0%, 113 µM cGMP 100%; activation, % at 11.4 µM; P00514+P68181; 340,000 compounds, 0.083% hits;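 active = percent activation above the mean of all tested compounds plus 3 SD, cut at about 19% in these data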;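 also: higher means more PKAc released from R1A so a rise in polarization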
DSG3 Ab inh – human desmoglein-3 autoantibody binding inhibition; P32926; DSG3-coupled beads, scFv-anti-DSG3-GFP binding, flow cytometry; active compounds read low; binding (percent of control), % at 10 µM; 310,000 compounds, 0.48% hits;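 active = binding more than 3 SD below its plate's average and above zero; inconclusive = below that plate limit but binding exactly zero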;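 also: hits lower antibody fragment binding to DSG3; some compounds called inactive have numbers as strong as hits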
PKA-R2B act – PKA-R2B complex activation | P22694+P31323 | PKA-R2B holoenzyme dissociation, Cy5-IP20 fluorescence polarization; R2B truncated from residue 108, S112A mutant; 0% DMSO only, 100% 113 µM cGMP | activation, % at 11.4 µM | 340,000 compounds, 0.079% hits | AID 504700;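 active = activation above a cutoff set at the mean over all compounds plus 3 SD, cut at about 18% in these data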;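 also: higher means more holoenzyme dissociation and a rise in polarization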
CDK5 inh – inhibitors of human CDK5/p35 kinase; Recombinant CDK5/p35, ADP-Glo luminescence, 60 min; inhibition, % at 10 µM; 330,000 compounds, 0.01% hits;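 active = highest replicate inhibition of at least 50% and at least 75% of replicates reaching 50%; inconclusive = only one of the two criteria met; inactive = both criteria failed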;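 also: plate controls were DMSO neutral control for no effect and GW8510 at 10 µM for full effect; many of its hits are not listed in these tables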
Target sequence (Q00535 whole entry, looked up): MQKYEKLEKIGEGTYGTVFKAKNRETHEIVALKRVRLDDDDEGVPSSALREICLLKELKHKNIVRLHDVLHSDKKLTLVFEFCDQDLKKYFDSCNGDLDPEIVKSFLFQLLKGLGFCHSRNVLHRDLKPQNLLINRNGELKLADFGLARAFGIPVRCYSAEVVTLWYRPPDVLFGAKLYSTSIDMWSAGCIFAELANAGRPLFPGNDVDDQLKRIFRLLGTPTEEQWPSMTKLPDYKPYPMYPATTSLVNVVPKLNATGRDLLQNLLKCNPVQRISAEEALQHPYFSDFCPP
Target sequence (Q15078 whole entry, looked up): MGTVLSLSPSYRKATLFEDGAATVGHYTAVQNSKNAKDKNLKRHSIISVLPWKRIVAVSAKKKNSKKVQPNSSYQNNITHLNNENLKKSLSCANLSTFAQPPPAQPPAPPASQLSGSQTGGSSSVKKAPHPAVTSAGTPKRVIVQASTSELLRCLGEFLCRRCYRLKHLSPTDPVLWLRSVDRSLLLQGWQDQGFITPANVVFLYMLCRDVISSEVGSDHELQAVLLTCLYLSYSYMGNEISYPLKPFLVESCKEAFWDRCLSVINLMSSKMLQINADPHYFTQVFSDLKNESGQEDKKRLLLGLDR
SR-BI HDL uptake – blocks mouse SR-BI lipid uptake from DiI-HDL. Q61009. ldlA[mSR-BI] CHO cells, DiI-HDL uptake fluorescence, 3 h. inhibition, % at 12.5 µM. 320,000 compounds, 0.96% hits;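 active = mean replicate inhibition of at least 70% and a set share of replicates each scoring 70 or more; inconclusive = meets just one of the two criteria; inactive = fails both criteria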;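 also: 0% = median of neutral control wells and 100% = median of positive control wells; values of inactives mirror those of a sister screen read the other way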
MITF TRPM1 HTS – increases MITF-driven TRPM1 promoter luciferase signal; SK-MEL-5 TRPM1-promoter luciferase, 24 h; % of positive control, neutral wells = 0; activation, % at 12.5 µM; 300,000 compounds, 0.75% hits; AID 588334;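 active = mean activation of at least 80% with every replicate also reaching 80%; inconclusive = mean reaches 80% but some replicate falls short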;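 also: 0% = neutral control wells and 100% = parthenolide positive control wells; values of inactives mirror those of a sister screen read the other way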
Mot1-301 SUMO – SUMOylation pathway inhibition by Mot1-301 growth rescue; growth rescue, % at 18.8 µM; AID 2716; S. cerevisiae Mot1-301 growth rescue, ATP luminescence, 38.5C; percent above DMSO median, 100 means doubled; 320,000 compounds, 1% hits;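 active = every valid replicate shows activation above 250% relative to neutral control wells; inactive = the rest, any valid replicate at or below 250%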;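 also: OY570 slx delta 5 strain wells were the positive control but not used for scaling; some compounds called inactive have numbers as strong as hits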
dFosB activator – mouse delta FosB homodimer activation. P13346. purified delta FosB, TAMRA-CDK5 oligo fluorescence polarization; percent of positive-control signal above neutral wells. activation, % at 25 µM. 340,000 compounds, 0.99% hits;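 active = mean activation above about 17%, with every replicate also reaching it, limit read from the data, passing the limit was not always enough; inconclusive = only one of the two conditions met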;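 also: fluorescence polarization rise as delta FosB binds a TAMRA Cdk5 AP-1 oligo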
Target sequence (P13346 whole entry, looked up): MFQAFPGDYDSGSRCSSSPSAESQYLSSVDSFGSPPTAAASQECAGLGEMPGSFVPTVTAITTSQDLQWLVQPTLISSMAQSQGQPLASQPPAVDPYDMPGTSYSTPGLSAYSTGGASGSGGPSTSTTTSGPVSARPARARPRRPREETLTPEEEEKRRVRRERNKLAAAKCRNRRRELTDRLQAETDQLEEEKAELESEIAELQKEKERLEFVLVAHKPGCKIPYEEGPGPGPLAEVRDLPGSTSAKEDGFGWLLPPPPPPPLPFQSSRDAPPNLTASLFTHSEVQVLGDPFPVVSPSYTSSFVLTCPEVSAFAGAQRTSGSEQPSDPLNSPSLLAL
NSD2 inh – NSD2 (human) methyltransferase inhibition. AID 743445. NSD2 peptide methylation, AlphaScreen, 120 min. 310,000 compounds, 0.54% hits. inhibition, % at 12.5 µM. O96028; in the data active = inhibition above about 50%
SR-BI uptake up – enhances SR-BI lipid uptake from DiI-HDL | CHO ldlA[mSR-BI] cells, DiI-HDL uptake fluorescence, 3 h; 100 = double the neutral-control signal | AID 504775 | 320,000 compounds, 0.096% hits | activation, % at 12.5 µM;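 active = mean replicate activation of at least 60% and every replicate at or above 60%; inconclusive = mean or all-replicate condition met, but not both; inactive = mean below 60% and not all replicates reaching 60%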;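 also: 0% = median plate neutral-control signal and 100% = twice that signal; values of inactives mirror those of a sister screen read the other way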
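Material: SR-BI-overexpressing, LDLR-lacking CHO cells | Dosing: Single compound concentration, delivered by pin transfer | Probe or stimulus: Labelled HDL, 10 µg/mL | Signal: Bottom-read cell fluorescence after medium removal, ex 550/em 595 nm | Schedule: 3 h, 37 °C | Evaluation: HDL uptake via cellular fluorescence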
Starred values were filed as active, the others as inactive; ? = inconclusive; / = not tested or not shown; + = active, no number.

Sample of the layout (three entries):
Arrestin-AP2 inh	Molecule	PKA-R1A activ	DSG3 Ab inh	PKA-R2B act	CDK5 inh	SR-BI HDL uptake	MITF TRPM1 HTS	Mot1-301 SUMO	dFosB activator	NSD2 inh	SR-BI uptake up
-5	Clc1cc(Br)ccc1OCCn1ccnc1	-22	83	6	0.5	-27	/	7	-2	0	27
31	CCN1C(=O)c2ccccc2Sc2ccc(C(=O)NCCC(C)C)cc21	2	97	1	1.5	15	10	222	-9	-1	-15
6	O=C(NCc1ccccc1)C1=C[C@@H](c2ccc3c(c2)OCO3)C[C@@H](OCc2ccc(CO)cc2)O1	-5	104	-9	0.4	-2	3	0	-7	/	2

The listing, previewed entries included:
Arrestin-AP2 inh	Molecule	PKA-R1A activ	DSG3 Ab inh	PKA-R2B act	CDK5 inh	SR-BI HDL uptake	MITF TRPM1 HTS	Mot1-301 SUMO	dFosB activator	NSD2 inh	SR-BI uptake up
-5	Clc1cc(Br)ccc1OCCn1ccnc1	-22	83	6	0.5	-27	/	7	-2	0	27
31	CCN1C(=O)c2ccccc2Sc2ccc(C(=O)NCCC(C)C)cc21	2	97	1	1.5	15	10	222	-9	-1	-15
6	O=C(NCc1ccccc1)C1=C[C@@H](c2ccc3c(c2)OCO3)C[C@@H](OCc2ccc(CO)cc2)O1	-5	104	-9	0.4	-2	3	0	-7	/	2
-27	O=S1(=O)CCC(NC(=S)NCCNC(=S)NC2CCS(=O)(=O)C2)C1 (stereo not drawn)	-6	104	-9	-0.7	-31	8	-23	5	-3	31
44	Fc1ccc2cc(CCO[C@H]3CCCCO3)ncc2c1	1	98	4	-1.3	-19	40	45	7	/	19
2	CCOC(=O)C(C)N1C(=O)S/C(=C\c2ccc(-c3ccccc3C(=O)O)o2)C1=O (stereo not drawn)	3	102	1	-2.6	-4	10	-7	-13	49	4
-9	COc1ccc(C(=O)NCc2nnc(SCC(=O)Nc3cccc(C(F)(F)F)c3)o2)cc1OC	-6	82	-8	-0.1	23	-7	30	-7	-1	-23
10	O=c1oc(-c2ccccc2NS(=O)(=O)c2ccc3ccccc3c2)nc2ccccc12	-5	120	-1	5.2	2	-2	12	?	-1	-2
-3	COc1ccc(S(=O)(=O)NCCC(=O)N2CCCN(C)CC2)cc1	-5	/	-9	-0.1	-9	4	-9	-7	4	9
0	CC1=NN(c2ccc(C)c(C)c2)C(=O)/C1=C/c1ccc2c(c1)n(C)c(=O)n2C	-2	134	-3	-7.4	17	13	10	1	20	-17
-12	Cc1ccc(C)c(OCC(=O)NNC(=O)c2ccc(NC(=O)C3CC3)cc2)c1	-7	110	-19	0.3	74*	10	-6	?	10	-74
3	Cc1onc(-c2ccccc2Cl)c1C(=O)OCC(=O)N1CCCc2ccccc21	5	/	-1	-1.6	16	-10	-5	-9	0	-16
17	COCCNC(=O)CN(C(=O)Cn1nnc2ccccc21)c1cccc(C)c1C	-4	101	1	1.0	12	7	-9	0	-3	-12
17	Cc1ccc(-n2ncc3c2CCCC3NC(=O)CCc2cnn(C)c2)cc1C (stereo not drawn)	15	123	0	-2.1	13	-22	1	-4	2	-13
1	CCn1c(-c2ccccc2Cl)nn(CC(=O)Nc2ccccc2C)c1=S	-3	99	-1	0.1	11	-1	81	6	-1	-11
-2	COc1ccc(C(=O)N2CCCC(C(=O)O)C2)c2ccccc12 (stereo not drawn)	-3	96	4	0.4	12	-9	-2	0	6	-12
-23	COC(=O)Cc1ccc(NC(=O)c2ccc(NC(=O)c3ccco3)cc2)cc1	-2	98	-1	2.7	65	3	-9	34*	0	-65
31	O=C(/C=C/c1cccc(C(F)(F)F)c1)N1CCN(c2ccccn2)CC1	3	/	2	-2.3	14	2	30	-10	0	-14
38	c1ccc(C(c2ccccc2)N2CCN(C(c3ccccn3)c3nnnn3C3CCCC3)CC2)cc1 (stereo not drawn)	-6	110	-2	1.6	-8	-5	+	-10	/	8
5	O=C(NC(=S)NNC(=O)c1cccs1)c1ccccc1	-10	/	-5	1.0	-9	-30	-4	-12	0	9
-2	COc1ccc(S(=O)(=O)N2CCC(NC(=O)C(Cc3cccc(OC)c3OC)NC(C)=O)CC2)cc1 (stereo not drawn)	/	103	/	-0.2	-21	8	4	-5	-3	21
5	Cc1cc(C)nc(SCc2ccc(C(=O)N/N=C/C3CCCCC3)cc2)n1	-3	85	-4	-0.7	5	-10	3	-4	-1	-5
-3	CN1CCN(C(c2ccc(F)cc2)c2nnnn2Cc2cccs2)CC1 (stereo not drawn)	6	97	-14	-0.8	-13	11	-15	3	/	13
25	CCOC(=O)/C(C#N)=C/c1cn(CCC(=O)O)nc1-c1ccccc1	1	99	2	0.1	-28	23	-4	2	13	28
-1	Cc1onc(-c2ccccc2)c1C(=O)Nc1ncc([N+](=O)[O-])s1	7	94	0	-0.2	-20	-3	12	2	3	20
19	CC(=O)NC1=C(NC2CCS(=O)(=O)C2)C(=O)c2ccccc2C1=O (stereo not drawn)	-10	80	5	-1.9	-16	-51	-10	1	69*	16
2	Nc1ccc(NC2C[C@@H](C(=O)O)NC2=O)cc1 (stereo partly drawn)	-8	102	-6	-1.4	-10	-17	5	2	0	10
15	CCN(CC)CCCNc1nc(N)c([N+](=O)[O-])c(N2CCCCCC2)n1	-2	97	-11	-0.1	-14	8	-10	-5	35	14
-15	CCOc1cc(/C=C2\NC(=S)N(c3c(C)n(C)n(-c4ccccc4)c3=O)C2=O)ccc1O	-6	100	-3	-1.1	-11	10	32	-5	7	11
3	CC(C)N(O)C(=O)NC(C)(C)C	5	/	-4	1.6	/	-2	491	0	0	/

Retrieved one by one from the entries so far:
Arrestin-AP2 inh	Molecule	PKA-R1A activ	DSG3 Ab inh	PKA-R2B act	CDK5 inh	SR-BI HDL uptake	MITF TRPM1 HTS	Mot1-301 SUMO	dFosB activator	NSD2 inh	SR-BI uptake up
19	CC(=O)NC1=C(NC2CCS(=O)(=O)C2)C(=O)c2ccccc2C1=O (stereo not drawn)	-10	80	5	-1.9	-16	-51	-10	1	69*	16
3	CC(C)N(O)C(=O)NC(C)(C)C	5	/	-4	1.6	/	-2	491	0	0	/
25	CCOC(=O)/C(C#N)=C/c1cn(CCC(=O)O)nc1-c1ccccc1	1	99	2	0.1	-28	23	-4	2	13	28
2	Nc1ccc(NC2C[C@@H](C(=O)O)NC2=O)cc1 (stereo partly drawn)	-8	102	-6	-1.4	-10	-17	5	2	0	10
5	Cc1cc(C)nc(SCc2ccc(C(=O)N/N=C/C3CCCCC3)cc2)n1	-3	85	-4	-0.7	5	-10	3	-4	-1	-5

Going on with the list.
Arrestin-AP2 inh	Molecule	PKA-R1A activ	DSG3 Ab inh	PKA-R2B act	CDK5 inh	SR-BI HDL uptake	MITF TRPM1 HTS	Mot1-301 SUMO	dFosB activator	NSD2 inh	SR-BI uptake up
43	O=C(Nc1cccc([N+](=O)[O-])c1)N1CCc2ccccc2C1	8	120	3	0.9	5	53	0	-4	5	-5
41	NC1=NC(=O)/C(=C/c2cc(Br)c(O)c(Br)c2)S1	-1	91	3	-0.6	-32	7	142	-1	4	32
4	CC1CCN(CCNC(=O)C2CCCN(S(=O)(=O)c3cccc4nonc34)C2)CC1 (stereo not drawn)	-2	97	1	2.4	12	2	-4	-7	1	-12
2	Cc1[nH]c2ccccc2c1/C=N/Nc1nc(N2CCCCC2)nc(N2CCCCC2)n1	5	/	-9	-0.2	91*	11	-4	-2	1	-91
-11	Nc1nc(SCCO)[nH]c(=O)c1NC(=O)c1ccco1	-7	105	3	-6.5	4	13	-18	2	2	-4
28	CCOc1ccc(NC(=O)C(c2ccccn2)N(C(=O)CCl)c2ccc(F)cc2)cc1 (stereo not drawn)	-10	118	-8	0.3	-3	2	-12	0	/	3
4	CCCN(CC(=O)Nc1c(C)cccc1CC)C(=O)SCC	0	102	5	-2.2	-4	8	/	2	-3	4
14	CCc1cc(C(=O)N=Nc2c(O)[nH]c3ccc([N+](=O)[O-])cc23)c2ccccc2n1	-4	104	-12	-1.0	58	-11	13	-12	0	-58
46	COc1ccc(O)c(/C=N/c2nc3ccccc3n2C)c1	8	116	-9	1.0	-12	12	-9	-12	-1	12
11	Cc1cc(Cn2ccnc2)c(C)cc1Cn1ccnc1	3	105	-4	-2.9	-15	-8	47	-8	0	15
10	COc1ccc(-c2c(C#N)c(N)nc3c2CCCC3)cc1OC	-10	99	-7	6.5	1	1	-6	-1	-1	-1
2	O=C(C1CCCN(S(=O)(=O)c2cnc[nH]2)C1)N(CCc1ccccc1)Cc1ccccc1 (stereo not drawn)	13	105	-1	-1.9	-16	16	-14	-19	/	16
-6	O=C(CCCC(=O)OCC(F)(F)C(F)F)Nc1nccs1	-1	100	-6	-1.4	-19	-1	-3	-1	20	19
4	O=Cc1ccc(-n2cc(C=O)c3ccccc32)cc1	-12	/	4	1.4	13	1	13	-9	0	-13
4	N=C1C(c2nc3ccccc3s2)=C(O)CN1NC(=O)c1c[nH]c2ccccc12	-10	96	8	-4.0	4	-2	10	27*	2	-4
8	O=c1oc2ccccc2cc1-c1csc(Cc2nc(-c3ccc(Cl)cc3)cs2)n1	-2	96	0	-1.7	-18	-6	3	-1	-8	18
-3	CC(=O)Nc1cccc(Oc2nc(-c3ccccn3)nc3ccccc23)c1	/	97	/	0.1	6	/	532*	-11	-1	-6
6	CCn1c(CNC(=O)COc2ccc(C(C)C)cc2)nnc1SCC(=O)Nc1cc(F)ccc1C	1	87	-16	-0.6	39	5	-5	-5	/	-39
15	Cc1ccc(S(=O)(=O)C2(C(=O)NC3CCCCC3C)CC2)cc1 (stereo not drawn)	-10	102	6	-1.1	4	1	13	5	-2	-4
